TIM10 inh: inhibits growth of TIM10 yeast strain; AID 463195; S. cerevisiae TIM10 strain growth, BacTiter-Glo luminescence, 24 h; inhibition, % at 10 µM; 1.4% of 330,000 active;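 active = inhibition of 40% or more at the single tested concentration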;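 also: wild-type TIM10 isogenic control strain grown at permissive 25 °C; 0% = DMSO yeast wells and 100% = minimal medium wells without yeast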
NLRP3 yeast inh: blocks the NALP3 inflammasome reconstituted in yeast | inhibition, % at 10 µM | Yeast reconstituted NLRP3/ASC/caspase-1, beta-gal luminescence, 24 h | 0.39% of 330,000 active;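 active = inhibition of 50% or more; inactive = inhibition below 50%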;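 also: plate controls were induced DMSO wells for no effect and uninduced yeast grown without galactose for full effect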
XBP1 UPR activ: activators of adaptive arm of unfolded protein response (XBP1) | activation, % at 20 µM | AID 463104 | CHO-XBP1 luciferase reporter, IRE1-XBP1 UPR activation, luminescence; percent of tunicamycin response, DMSO as zero | 0.33% of 330,000 active;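 active = versus positive control, 20 µM dose yields 30% or more activation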;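 also: 100% = tunicamycin at 10 µg/mL and 0% = DMSO only wells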
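Test system: CHO-XBP1 luciferase reporter cells | Buffer or medium: Serum-containing F12 medium, 10% FBS | Schedule: 6 h compound exposure at 37 °C, 5% CO2 | Detection: Steady-Glo luciferase glow luminescence, 10 min after reagent addition | Read-out basis: Activation, % of tunicamycin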
Mdm2-MdmX inh: human Mdm2/MdmX binding inhibition; O15151+Q00987; SaOS-2 split-luciferase Mdm2/MdmX complementation, luminescence; inhibition, % at 8 µM; 3% of 330,000 active; AID 485346;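 active = inhibition of at least 50% at 8 µM in the primary screen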
Target sequence (O15151 whole entry, looked up): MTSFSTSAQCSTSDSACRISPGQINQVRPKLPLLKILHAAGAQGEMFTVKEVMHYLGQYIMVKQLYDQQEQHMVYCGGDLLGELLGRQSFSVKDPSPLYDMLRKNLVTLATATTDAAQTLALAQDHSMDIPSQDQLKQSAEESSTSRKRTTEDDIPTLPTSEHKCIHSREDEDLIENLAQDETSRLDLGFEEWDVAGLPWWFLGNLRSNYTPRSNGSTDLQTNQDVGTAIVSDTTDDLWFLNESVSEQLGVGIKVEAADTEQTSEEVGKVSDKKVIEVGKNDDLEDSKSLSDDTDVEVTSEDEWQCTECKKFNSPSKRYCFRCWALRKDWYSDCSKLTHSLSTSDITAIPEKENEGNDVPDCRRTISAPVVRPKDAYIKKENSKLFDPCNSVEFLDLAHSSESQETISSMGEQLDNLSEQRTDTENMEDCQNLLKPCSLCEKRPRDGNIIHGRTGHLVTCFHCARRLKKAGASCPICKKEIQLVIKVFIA
Target sequence (Q00987 whole entry, looked up): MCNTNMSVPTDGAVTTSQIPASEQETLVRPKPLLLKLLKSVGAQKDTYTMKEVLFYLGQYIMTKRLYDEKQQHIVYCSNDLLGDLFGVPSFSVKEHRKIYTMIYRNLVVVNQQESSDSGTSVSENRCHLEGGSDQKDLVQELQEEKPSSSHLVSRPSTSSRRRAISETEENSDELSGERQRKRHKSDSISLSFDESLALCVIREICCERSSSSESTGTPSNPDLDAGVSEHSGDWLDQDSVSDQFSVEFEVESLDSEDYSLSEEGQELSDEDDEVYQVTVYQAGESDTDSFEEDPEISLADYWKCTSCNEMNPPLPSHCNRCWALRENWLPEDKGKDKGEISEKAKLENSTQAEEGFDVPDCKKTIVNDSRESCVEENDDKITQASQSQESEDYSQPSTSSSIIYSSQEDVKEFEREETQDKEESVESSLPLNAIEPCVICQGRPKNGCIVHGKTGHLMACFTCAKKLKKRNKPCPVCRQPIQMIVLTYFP
tim23-1 inh: inhibits growth of tim23-1 mutant yeast. S. cerevisiae tim23-1 growth, BacTiter-Glo luminescence, 24 h. inhibition, % at 20 µM. 1.3% of 330,000 active;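 active = growth inhibition of the mutant yeast at or above 50%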;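 also: temperature-sensitive mutant grown at 25 °C; plate controls were DMSO-treated mutant yeast for no effect and medium wells lacking yeast for full effect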
tim10-1 inh: growth inhibitors of tim10-1 mutant yeast | 2.2% of 330,000 active | inhibition, % at 20 µM | AID 463190 | S. cerevisiae tim10-1 ts strain growth, BacTiter-Glo, 24 h;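 active = inhibition of at least 40%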;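 also: mutant grown at 25 °C; 0% = DMSO wells with yeast and 100% = wells holding no yeast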
GRIN3A LBD mod: NR3A (human) ligand-binding domain modulation; Tm shift relative to glycine control, % at 25 µM; 2.5% of 340,000 active; AID 1259313; NR3A LBD differential scanning fluorimetry, Tm shift; 0% = protein alone, 100% = glycine-bound protein;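 active = melting temperature shift of at least 10% of the positive control shift, at one fixed dose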
CHOP UPR activ: apoptotic UPR (CHOP) activation; CHO-CHOP luciferase reporter, luminescence; percent of tunicamycin response over DMSO baseline; activation, % at 10 µM; 0.34% of 330,000 active; AID 449763;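 active = at 10 µM dose, activation of 40% or more, normalized to positive control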;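 also: 100% = tunicamycin at 10 µg/mL and 0% = DMSO alone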
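Test system: CHO-CHOP cells, stable luciferase reporter of PERK-eIF2a-CHOP signalling | Quantity: 500 CHO-CHOP cells per well | Buffer or medium: F12 plus 10% serum | Compound dosing: 10 µM single point, 0.5% DMSO | Schedule: 6 h compound treatment, 37 °C | Signal: Luciferase luminescence | Control set: Tunicamycin high control, DMSO low control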
APJ agonist: activates the human apelin receptor APJ | activation, % at 20 µM | 0.11% of 330,000 active | P35414 | CHO-K1 APJ PathHunter beta-arrestin, luminescence; 0% DMSO wells, 100% apelin;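 active = activation more than six SD over the plate average, tested at 20 µM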;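 also: 0% = DMSO alone and 100% = apelin-13 at 10 nM; some results filed as inactive read as strong as hits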
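assay system = CHO-K1 APJ beta-arrestin complementation cell line | input = cell density 1000 per well | dosing = compound 20 µM once, DMSO 1% | timing = compound 90 min 25 °C, reagent 1 h | measured by = luminescence from split beta-galactosidase complementation, Galacton Star/Emerald II substrate | read-out basis = APJ agonist activity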
* marks the source's active call; other numbers are inactive results. Not a hit list. Share with any hit: about 8.2%.

SMILES	TIM10 inh	NLRP3 yeast inh	XBP1 UPR activ	Mdm2-MdmX inh	tim23-1 inh	tim10-1 inh	GRIN3A LBD mod	CHOP UPR activ	APJ agonist
COc1cc(OC)cc(C(=O)NC(C(=O)O)C23CC4CC(CC(C4)C2)C3)c1 (centres undefined)	-3	11	-2	14	12	9	-1	0.3	-3
CC(=O)N1c2c(cc(Br)cc2S(=O)(=O)N2CCN(c3ccccc3F)CC2)CC1C (centres undefined)	24	17	-3	18	37	22	-2	0.2	0
CN(Cc1ccccc1)c1ccc(C(CC(N)=O)NC(=O)c2ccc(Br)cc2)cc1[N+](=O)[O-] (centres undefined)	-3	3	-2	19	-1	-2	-3	-3.1	0
CCCCc1cc(=O)oc2cc(C)cc(OCC(=O)N3CCC(C(=O)O)(c4ccccc4)CC3)c12	-3	1	-7	-8	-4	2	2	-1.9	-2
Cc1c(Cl)ccc2c(C(=O)Nc3cc(C(C)(C)C)on3)cc(-c3ccccn3)nc12	7	7	25	32	13	-11	1	12	3
Cc1ccc(N(C(C)C(=O)Nc2ccc3c(c2)OCO3)S(C)(=O)=O)cc1 (centres undefined)	6	12	-2	11	5	5	0	-0.5	-4
Cc1ccc(NC(=O)CN2C(=O)S/C(=C/c3ccncc3)C2=O)cc1	42*	16	-3	18	56*	45*	0	-0.8	6
Cc1sc2ncn(C(C)C(=O)OC3CCCCC3)c(=O)c2c1C (centres undefined)	31	29	1	5	-1	8	-1	-0.3	-1
CS(=O)(=O)N(CC(=O)N1CCN(Cc2ccc3c(c2)OCO3)CC1)C1CCCCC1	-15	8	0	1	8	0	-1	-0.7	-1
Cc1cc(C(=O)O)oc(=O)c1	-9	-1	1	5	-15	-4	1	1.5	-2
O=C(COc1ccccc1Cl)Nc1cnn(Cc2ccccc2)c1	1	5	-5	7	21	22	0	-1.0	0
CCOC(=O)C1=C(O)C(=O)N(c2ccc(S(N)(=O)=O)cc2)C1c1ccccc1 (centres undefined)	-14	12	-4	12	4	-11	-1	-1.3	3
CCc1ccc(NC(=O)CN(N=Nc2nonc2C)c2nonc2C)cc1	10	9	0	10	27	27	-1	2.5	-6
O=C(Nc1nnc(CCc2ccccc2)s1)c1ccccc1	13	51*	-1	-67	19	12	1	3.9	-1
COc1cccc(/C(C)=N/NS(=O)(=O)c2ccc(Cl)cc2)c1	11	-6	-3	-5	26	28	-2	1.2	-2
CCN(CC(=O)N1CCN(C)CC1)S(=O)(=O)c1ccc(Cl)cc1	-12	18	1	3	5	-21	-2	-0.7	0
O=C1c2cc(S(=O)(=O)NCCCO)ccc2-c2ccc(S(=O)(=O)NCCCO)cc21	2	-4	1	-12	12	8	1	1.1	2
O=C(NCCO)c1cc2c([nH]c3ccccc32)c(-c2ccc(F)cc2)n1	29	7	-3	26	34	29	0	1.3	-1
O=C(C1CCCN1S(=O)(=O)c1cccc2cccnc12)N1CCN(c2ccccc2)CC1 (centres undefined)	1	9	0	8	-4	-9	2	0.8	-3
COc1ccccc1NC(=O)COC(=O)c1ccc([N+](=O)[O-])s1	82*	12	-3	5	10	70*	2	-1.0	7
CCOC(=O)CSc1nc(C)[nH]c1[N+](=O)[O-]	-19	11	-4	0	4	6	-3	0.1	0
CN(CC(=O)Nc1cccc2c1CCCC2)S(=O)(=O)c1ccc(Cl)cc1	26	2	-2	9	25	17	2	-2.4	-2
CCOC(=O)Nc1ccc2c(c1)N(C(=O)CN(CC)CC)c1ccccc1CC2	8	13	-5	-2	15	3	-1	2.0	0
Cc1nn2c(=O)c(NC(=O)c3ccc(Cl)cc3)cnc2s1	-17	6	-1	4	6	-2	0	3.3	-3
CC(NC(=O)C(C(=O)c1cccc([N+](=O)[O-])c1)n1cc(Cl)ccc1=O)c1ccccc1 (centres undefined)	2	-9	-1	3	1	5	2	4.2	1
COc1ccc(CNC(=O)COC(=O)CC2CC3CCC2C3)cc1OC (centres undefined)	0	5	0	14	13	19	0	0.5	4
C/C(=N/NC(=O)CNC(=O)C1COc2ccccc2O1)c1cccc(O)c1 (centres undefined)	4	3	1	22	8	6	-3	-0.2	-1
Cc1cc(C)cc(NC(=O)CSc2nccn2Cc2ccco2)c1	20	25	-2	-45	37	32	1	0.2	-1
NC(=O)c1ccc[n+](CC(=O)OCCC23CC4CC(CC(C4)C2)C3)c1	5	8	3	1	0	-3	0	-1.8	-7
O=C(CSc1nc(=O)n2ccccc2n1)N1CCCc2ccccc21	-1	24	1	-22	13	10	0	0.1	-3

Whole records, quoted from the list. Order of screens: TIM10 inh | NLRP3 yeast inh | XBP1 UPR activ | Mdm2-MdmX inh | tim23-1 inh | tim10-1 inh | GRIN3A LBD mod | CHOP UPR activ | APJ agonist
Entry for `CN(CC(=O)Nc1cccc2c1CCCC2)S(=O)(=O)c1ccc(Cl)cc1` : 26 | 2 | -2 | 9 | 25 | 17 | 2 | -2.4 | -2
Entry for `CC(NC(=O)C(C(=O)c1cccc([N+](=O)[O-])c1)n1cc(Cl)ccc1=O)c1ccccc1` (centres undefined) : 2 | -9 | -1 | 3 | 1 | 5 | 2 | 4.2 | 1
Entry for `O=C(CSc1nc(=O)n2ccccc2n1)N1CCCc2ccccc21` : -1 | 24 | 1 | -22 | 13 | 10 | 0 | 0.1 | -3

Carrying on.
SMILES	TIM10 inh	NLRP3 yeast inh	XBP1 UPR activ	Mdm2-MdmX inh	tim23-1 inh	tim10-1 inh	GRIN3A LBD mod	CHOP UPR activ	APJ agonist
Cc1cc(Br)c(NC(=O)COn2nnc3ccc(S(C)(=O)=O)cc32)c(Br)c1	2	4	-1	3	21	6	1	-0.8	1
COc1cccc(NC(=O)Cn2c(=O)c3c(ncn3Cc3ccccc3)n(Cc3ccccc3)c2=O)c1	-7	-3	-5	12	-4	3	0	1.3	2
CC(=O)N1N=C(c2ccncc2)OC12CCCCCC2	-15	15	6	21	-11	4	-14	-1.0	-6
Cc1ccc(CONC(=O)/N=C/N(C)C)cc1	14	-5	4	-24	9	11	-2	-1.1	-2
CC(=O)N1CCN(S(=O)(=O)c2cccc(C(=O)Nc3ccc(C)cn3)c2)CC1	3	15	-3	6	-6	-1	-1	2.6	-3
COc1cc(C2C(Oc3ccccc3C)C(=O)N2Cc2ccc(F)cc2)cc(OC)c1OC (centres undefined)	19	7	-3	-9	24	6	-1	2.0	-3
Cc1cn(C2C=CC(CO)O2)c(=O)[nH]c1=O (centres undefined)	8	9	-2	16	5	6	2	-0.7	-2
COc1ccccc1-c1nnc(SCC(=O)N2CCC(C)CC2)o1	-14	26	1	17	17	26	0	-5.1	-2
O=C(COC(=O)CCc1ccccc1)NNC(=O)c1ccccc1	-11	0	-1	17	10	5	1	-0.2	0
O=C(NCCOCCOCCNC(=O)c1ccccc1)c1ccccc1	6	24	1	1	4	6	-1	-1.6	-2
CC(/C=C/c1ccco1)=N\NC(=O)c1cccnc1	-11	0	-2	16	7	0	-1	-1.5	-4
O=c1[nH]cnc2sc3c(c12)CN(Cc1ccccc1)CC3	6	-13	5	10	6	-8	-1	2.2	-3
COc1ccc(S(=O)(=O)N2CCC(C(=O)N[C@H](C(=O)NCc3ccncc3)C(C)C)CC2)cc1	-6	0	-3	13	-10	3	1	-2.3	-5
CCc1c(O)nc(SCC(=O)N(CC)CC)[nH]c1=O	-1	2	-2	18	2	6	-1	-1.3	0
NC(=O)c1sc2nc3c(cc2c1N)CCCCCC3	-4	8	1	18	-10	-19	1	5.6	1
CCC1CCC(N2CCN(c3cccc(OC)c3)CC2)CC1 (centres undefined)	-15	8	-3	28	1	-4	1	0.2	-2
COC(=O)c1c(NC(=O)COC(=O)CCNS(=O)(=O)c2ccccc2)sc(C)c1C	15	10	-1	-1	27	24	-4	0.7	-4
Cc1cc(C)c(NC(=O)C(C)Sc2nc3ccc(N4C(=O)c5ccccc5C4=O)cc3s2)c(C)c1 (centres undefined)	8	11	-1	8	4	9	-2	1.4	1
Cn1c(N)c(C(=O)COC(=O)COc2ccc(C#N)cc2)c(=O)n(C)c1=O	1	-12	1	11	6	7	0	2.7	-2
CCOC(=O)c1ccc(CC(=O)c2oc3cc(O)ccc3c2C)o1	8	22	2	-18	35	18	-2	0.5	-4
O=C(N/N=C/c1ccco1)C1(O)c2ccccc2-c2ccccc21	10	15	-3	10	-5	-11	-1	-0.1	-2
COc1ccc(/C=N/NC(=O)c2cccc(NC(=O)c3ccccc3Cl)c2)cc1OC	-3	18	0	3	9	-6	-2	-1.2	3
COc1ccccc1NC(=S)N1CCCC1	-6	1	-3	-9	0	7	0	-0.9	-3
O=C1c2ccccc2NC(c2cccc(O)c2)N1NS(=O)(=O)c1ccccc1 (centres undefined)	-6	14	-3	5	14	11	1	-2.0	-2
Cc1ccccc1COc1ccc(/C=C(\C#N)C(N)=O)cc1	10	19	3	17	11	3	6	1.6	-2
CC(N=C1NS(=O)(=O)c2ccccc21)c1ccccc1 (centres undefined)	-5	14	1	-3	7	7	-2	-2.1	2
O=C(CCN1C(=O)COc2ccccc21)NCCCN1CCN(c2ccc(F)cc2)CC1	9	7	-2	-4	0	4	-13	0.7	-1
COc1ccc(N2CC(C(=O)NCCc3c[nH]c4ccccc34)CC2=O)cc1 (centres undefined)	10	11	0	-23	6	-21	-1	0.4	-1
CCOC(=O)c1cc(-c2ccc3c(c2)OCO3)nc2onc(C)c12	10	17	6	20	-2	28	1	0.7	-6
C[C@H](NC(=O)[C@H](Cc1ccccc1)n1c(=O)[nH]c2ccccc2c1=O)C(=O)N1CCC(C(=O)O)CC1	-3	12	-2	-5	-18	-9	-2	-0.1	-2
CNC(=S)N/N=C/c1ccc2c(c1)OCCO2	9	12	-2	4	19	25	-2	2.9	-3
Cc1ccc(C)c(N(Cc2ccccc2F)S(C)(=O)=O)c1	15	6	-2	-19	3	24	1	-0.6	-2
C/C(=N/NC(=O)CSc1nc2ccccc2n1C)c1ccco1	-8	10	-3	14	10	-1	1	0.6	-3
CC1(C)Cc2c(c(-c3ccccc3)[nH]c(=O)c2C#N)CO1	0	4	12	6	6	12	0	-2.0	-3
CCN(CC)C(=N)/C(C#N)=N/Nc1ccc(C)cc1	11	20	3	-108	6	14	2	5.6	1
CCN1CCc2c(C#N)c(NCc3ccccc3)nc(N(CC)CC)c2C1	25	26	0	29	37	34	-1	-0.3	-1
CC(C)NC(=O)/C(C#N)=C/c1ccc2c(c1)OCCO2	11	13	2	-10	30	43*	2	3.6	0
CC(C)NS(=O)(=O)c1ccc(NC(=O)C(C)OC(=O)CCC(=O)c2cccs2)cc1 (centres undefined)	7	9	-4	-18	8	1	1	1.1	-2
CC(=O)N1CCN(c2ccccc2NC(=O)c2cc3ccccc3o2)CC1	-11	8	-4	6	24	10	-1	-0.7	-6

Part of the list above in a different format.
Below each SMILES: TIM10 inh	NLRP3 yeast inh	XBP1 UPR activ	Mdm2-MdmX inh	tim23-1 inh	tim10-1 inh	GRIN3A LBD mod	CHOP UPR activ	APJ agonist
> CC(C)NS(=O)(=O)c1ccc(NC(=O)C(C)OC(=O)CCC(=O)c2cccs2)cc1 (centres undefined)
    7	9	-4	-18	8	1	1	1.1	-2
> CC(=O)N1CCN(c2ccccc2NC(=O)c2cc3ccccc3o2)CC1
    -11	8	-4	6	24	10	-1	-0.7	-6

Screening results as filed in PubChem BioAssay.
